Source: PubChem
GSK3beta inhib = inhibitors of human GSK3beta kinase; P49841; GST-GSK3beta kinase, ADP-Glo luminescence, 60 min; active compounds read low; activity score (negative = inhibition), % at 10 µM; 300,000 tested, 0.038% active;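 active = more than half of replicate wells score below -50%, meaning over 50% inhibition versus plate controls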;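 note: 0% = median DMSO wells and -100% = median GW8510 positive control wells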
Target sequence (P49841 whole entry, looked up): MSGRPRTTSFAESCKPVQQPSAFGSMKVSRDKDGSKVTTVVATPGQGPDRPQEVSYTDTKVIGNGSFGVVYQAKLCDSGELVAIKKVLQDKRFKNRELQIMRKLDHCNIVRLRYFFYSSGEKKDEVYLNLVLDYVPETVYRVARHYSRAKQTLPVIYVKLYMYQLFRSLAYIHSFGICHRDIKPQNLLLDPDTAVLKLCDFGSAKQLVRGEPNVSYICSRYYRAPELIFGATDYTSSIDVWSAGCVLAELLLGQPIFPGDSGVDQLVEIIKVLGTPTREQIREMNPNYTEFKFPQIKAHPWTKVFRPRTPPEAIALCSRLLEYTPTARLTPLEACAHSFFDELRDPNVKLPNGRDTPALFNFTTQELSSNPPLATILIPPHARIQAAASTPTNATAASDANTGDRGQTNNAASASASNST
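Assay system: GST-fused GSK3beta enzyme, cell-free / Medium: Tris pH 7.5 buffer with MgCl2, DTT, BSA, heparin / Also added: peptide substrate plus 25 µM ATP (final) / Compound: 10 µM single point / Timing: kinase reaction with compound 60 min at room temperature / Detection: ADP-Glo luminescence / Benchmarks: DMSO neutral wells and GW8510 at 20 µM as positive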
Platelet DG rel = modulates dense granule release in human platelets; AID 1663; inhibition, %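 (compounds screened at 7.5 µM in platelet-rich plasma)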; human platelet-rich plasma, SFLLRN dense granule ATP release, luminescence; 300,000 tested, 0.22% active;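 active = mean replicate score, as percent of positive control, at or above 50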
HSP90 refold inh = inhibitors of HSP90 luciferase refolding in rabbit reticulocyte lysate | luciferase refolding luminescence, 3 h | inhibition, % at 5.6 µM | 290,000 tested, 0.91% active;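 active = inhibition above the screen-wide mean plus 3 SD, computed separately per campaign, cut at about 16% in these data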;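 note: 0% = DMSO wells and 100% = 60 µM geldanamycin wells; inhibitors lower the luminescence because luciferase stays unfolded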
HSF1 inh = HSF1 inhibition; AID 2098; activity change, negative = inhibition, % at 7.5 µM (by protocol); 300,000 tested, 0.77% active; NIH3T3-HGL HSE-luciferase, MG132-induced, luminescence 8 h; active compounds read low;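 active = more than half of replicate wells show activity change below -50%, luminescence cut by over half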;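 note: luciferase reports HSF-1 transcriptional activity via heat shock element; 0% = median of DMSO wells and -100% = zero luminescence signal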
PolyA inhibitor = blocks polyadenylation in yeast reporter cells | S. cerevisiae SKY197-pL101 polyadenylation reporter, beta-gal luminescence; efflux-impaired pdr1/pdr3 knockout yeast; score 100 = 6 SD above DMSO | calls only at 12 µM | 300,000 tested, 0.02% active;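 active = lowest replicate activity score at least 50, where 100 means six control SD above control mean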;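 note: yeast exposed to compound for 9 h at 30 °C; higher score means more reporter readthrough which indicates perturbed polyadenylation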
HDAC3 inhib = inhibitors of human histone deacetylase 3; O15379; recombinant HDAC3, fluorogenic peptide/trypsin coupled, fluorescence; inhibition, % at 8.3 µM; 320,000 tested, 0.15% active; in the data active = inhibition above about 26%, passing the limit was not always enough
Target sequence (O15379 whole entry, looked up): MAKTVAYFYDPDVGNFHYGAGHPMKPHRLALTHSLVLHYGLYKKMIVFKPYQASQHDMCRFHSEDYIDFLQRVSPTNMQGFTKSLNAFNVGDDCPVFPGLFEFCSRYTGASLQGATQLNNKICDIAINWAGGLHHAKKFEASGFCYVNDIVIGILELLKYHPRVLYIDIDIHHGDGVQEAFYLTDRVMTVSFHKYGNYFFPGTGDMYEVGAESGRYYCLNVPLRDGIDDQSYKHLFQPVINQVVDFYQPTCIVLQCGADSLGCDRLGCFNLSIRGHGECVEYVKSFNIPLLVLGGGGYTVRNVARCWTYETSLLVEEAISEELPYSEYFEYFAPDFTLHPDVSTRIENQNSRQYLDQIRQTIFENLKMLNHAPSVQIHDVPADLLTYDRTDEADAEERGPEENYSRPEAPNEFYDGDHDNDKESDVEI
HSF-1 act = increases HSF-1 driven luciferase reporter signal. NIH3T3-HGL HSF-1 luciferase reporter, MG132, 8 h; 100% = twice DMSO control signal. activation, % at 9 µM. 300,000 tested, 1.7% active;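 active = mean replicate activation of at least 50% with a set share of replicates each reaching 50%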;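 note: 0% = median of the neutral control wells and 100% = twice that signal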
DYRK1A inh = blocks rat Dyrk1A kinase activity; Q63470; ADP-Glo luminescence, NFATc1 peptide; inhibition, % at 12.5 µM; 310,000 tested, 0.43% active; AID 504441; in the data active = inhibition above about 50%;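 note: plate controls were vehicle with enzyme for no effect and no enzyme for full effect; many of its hits are not listed in these tables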
GSK3 alpha inh = human GSK-3 alpha kinase inhibition; P49840; ADP-Glo luminescence, 60 min; inhibition, % at 10 µM; 320,000 tested, 0.1% active;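 in the data active = inhibition above about 50%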;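 note: GST-tagged GSK-3 alpha with peptide substrate and 25 µM ATP; 0% = DMSO neutral wells and 100% = GW8510 positive control wells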
AI-2 QS mod = modulates the Vibrio harveyi AI-2 quorum sensing system; AID 2094; 300,000 tested, 0.4% active; Vibrio harveyi JMH597 AI-2 luminescence/OD600 ratio, 9 h; active compounds read low; strain lacks LuxN and CqsS sensors; 0 = neutral-control median; activity change, % at 7.5 µM; in the data active = activity change below about -75%, passing the limit was not always enough;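 note: luminescence divided by OD600 gain over 9 h not by final OD600 alone; inactives centre near 13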
* = called active by the depositor; i = inactive; . = not tested or not shown.

SMILES	GSK3beta inhib	Platelet DG rel	HSP90 refold inh	HSF1 inh	PolyA inhibitor	HDAC3 inhib	HSF-1 act	DYRK1A inh	GSK3 alpha inh	AI-2 QS mod
COCc1cc(=O)[nH]c(=S)[nH]1	-1	-5	-2	-5	i	1	-8	3	-1	15
COCC(=O)N(C)c1nnc(-c2cnc(C)cn2)s1	-1	-4	-4	3	i	-8	12	-2	1	24
Cc1cccc(NC(=O)N(Cc2cc3cc(C)ccc3[nH]c2=O)CC2COCCO2)c1 (centres undefined)	1	-9	0	1	i	-1	21	4	0	1
S=c1[nH]nc(Cc2ccccc2)n1Cc1ccco1	8	-1	4	-2	i	6	9	9	-7	8
Cc1[nH][nH]c(=O)c1N=Nc1ccc(Cl)cc1	-1	6	4	-3	i	5	7	5	1	2
CCc1ccc(N(CC(=O)N2CCCCCC2)S(C)(=O)=O)cc1	1	0	2	-9	i	3	5	-1	-5	0
O=C(NCCN1CCN(C(=O)c2ccc([N+](=O)[O-])cc2)CC1)C(=O)NCc1ccccc1	2	-2	-4	-7	i	-5	4	1	4	16
O=C(N/N=C/c1cn[nH]c1-c1ccc(F)cc1)c1ccncc1	-13	5	-1	-12	.	-3	-14	-1	6	-12
CN1CCC(N(C)S(=O)(=O)c2ccc(NC(=O)COc3ccc(Br)cc3Cl)cc2)CC1	0	-44	.	-6	i	3	5	9	-1	9
COC(=O)c1cc(S(=O)(=O)NCc2ccccc2)c[nH]1	1	-5	2	4	i	0	-2	1	-1	26
Cc1c(N(C)C(=O)C2CCCN2S(=O)(=O)c2ccccc2)c(=O)n(-c2ccccc2)n1C (centres undefined)	5	-3	5	-10	i	0	-2	2	-1	14
O=C1c2ccccc2NC(c2ccc(Br)s2)N1O (centres undefined)	3	8	.	-3	i	3	34	.	0	71
Cc1nc2ccccc2c(C)c1CC(=O)N(C)CC(=O)Nc1cccc(F)c1	0	9	.	0	i	.	-13	2	0	-2
COC(=O)c1ccc(C(=O)OC)c(NC(=O)COC(=O)C23CC4CC(CC(O)(C4)C2)C3)c1	2	5	-1	4	i	3	20	7	-2	14
CC(C)CC(c1nnnn1C(C)C)N1CCN(C(=O)c2ccco2)CC1 (centres undefined)	2	3	.	-3	i	0	5	3	-1	13
CC(C)C(NC(=O)c1ccc(C(C)(C)C)cc1)C(=O)NC1=NCCS1 (centres undefined)	-1	6	6	7	i	-1	-11	1	1	23
CS(=O)(=O)N1CCCC(C(=O)NCc2cccs2)C1 (centres undefined)	1	-5	-1	-3	i	4	-9	2	0	14
COc1ccc(CCn2c(=N)c(C(=O)NC3CCCCC3)cc3c(=O)n4ccccc4nc32)cc1	3	4	0	3	i	0	19	.	1	16
O=C(c1ccc2snnc2c1)N1CCSCC1	1	-1	2	5	i	-6	-11	-6	-1	16
O=C(C(Cc1ccccc1)n1cccc1)N1CCN(c2ccccc2)CC1 (centres undefined)	1	1	-1	3	i	2	6	4	0	-1
COc1ccc2[nH]cc(CCn3ccc(O)c(C/C=C/c4ccccc4)c3=O)c2c1	0	11	1	13	i	-2	10	1	0	-14
O=C(COC(=O)CNC(=O)c1ccccc1Cl)Nc1ncc(C(F)(F)F)cc1Cl	0	-11	2	-10	i	3	-2	-5	1	5
COc1ccc(C(C)(C)C)cc1NC(=O)CCNC(=O)c1ccco1	1	7	-9	-4	i	6	-5	-2	3	9
CN(CC(O)COCc1cccs1)C1CCCCC1 (centres undefined)	-1	1	2	-13	i	-4	-9	-6	6	11
O=C(NCc1ccc(Cl)cc1)C1CCN(S(=O)(=O)c2cccc3nonc23)CC1	1	4	4	-2	i	1	11	-1	-2	7
CN1C(C(=O)NCc2cccc(Br)c2)CC2Cn3c(nc4ccccc43)C21 (centres undefined)	-3	-2	.	6	i	0	7	9	-3	26
COc1ccc(-c2noc(C(C)NS(=O)(=O)c3ccc(NC(C)=O)cc3)n2)cc1 (centres undefined)	1	7	-3	3	i	-9	5	-4	-5	26
C=CCOC(=O)c1ccc(N2CCN(c3ccccc3)CC2)nc1	2	-2	-3	12	i	1	19	-7	-2	23
Nc1nonc1-c1nc2ccccc2n1Cc1ccc(F)cc1	1	-9	-1	-8	i	-1	3	-4	-2	23
Cc1ccc(S(=O)(=O)N(C)c2c(C)ccc(S(N)(=O)=O)c2C)cc1	1	6	2	.	i	-7	.	-1	1	17
Cc1nn(Cc2ccc(Cl)cc2)c(C)c1NC(=O)c1noc2c1CCc1ccccc1-2	5	15	2	2	i	-4	3	-1	-1	2
CCOc1cc(NC(=O)C2CC2)c(OCC)cc1NC(=O)c1cc(OC)c(OC)c(OC)c1	-2	7	-1	1	i	-1	-7	-6	1	37
O=C(NC(Cc1ccccc1)C(=O)O)C1CCCCC1 (centres undefined)	3	17	-6	9	i	7	7	-1	-79	17
N/C(=N\OC(=O)Cc1cccs1)c1ccc([N+](=O)[O-])cc1	1	-7	-4	.	i	.	.	-1	.	-27
Cc1cc(C(=O)CN(Cc2ccc(F)cc2)S(=O)(=O)c2ccc3c(c2)OCCO3)c(C)n1C	0	1	-1	6	i	1	6	-6	-1	32
O=C1CCCc2c1nc(-c1ccc(F)cc1)n2O	-4	-2	-1	-8	i	-2	30	-1	3	5
CCOC(=O)C1CN(S(=O)(=O)c2ccc(C)cc2)C1	1	-1	0	4	i	-4	6	2	-1	41
Cc1nc2sc(C(c3ccccc3)N3CCN(c4ccccc4F)CC3)c(O)n2n1 (centres undefined)	-3	6	6	4	i	2	26	2	-3	4
CCC1CCCCN1CCCNC(=O)c1ccc(CS(=O)(=O)c2ccccc2C)o1 (centres undefined)	0	-3	-3	0	i	3	-28	0	-1	7
COc1cccc(CNC(=O)CCC2CCCN(c3cc(C)nc(N4CCCC4)n3)C2)c1 (centres undefined)	-2	2	-4	4	i	1	-4	-1	0	3
CC(=O)C1C(c2ccccc2Cl)NC(=O)NC1(O)C(F)(F)F (centres undefined)	2	-9	0	-7	i	5	1	1	-3	2
Cn1c(=O)oc2cc(S(=O)(=O)NC3CCCCCCC3)ccc21	-1	-5	-3	-5	i	-3	3	1	-1	-2
O=c1c(Cl)c(NCC2CCCO2)cnn1C12CC3CC(CC(C3)C1)C2 (centres undefined)	0	-3	2	-1	i	.	0	11	3	37
O=C(N/N=C/c1ccc([N+](=O)[O-])o1)c1cn(-c2ccccc2)nc1-c1ccccc1	-1	-2	0	14	i	-2	30	3	.	39
CCC1(CC)Cc2ccccc2-c2nc(CN(C)C)[nH]c(=O)c21	3	6	1	2	i	-13	-11	1	-1	5
Cc1cc(C)cc(Oc2coc3cc(O)ccc3c2=O)c1	-2	3	2	1	i	-21	16	10	0	-13
COc1ccc(-c2c(C(F)(F)F)oc3cc(OCC(=O)Nc4ccccc4C(F)(F)F)ccc3c2=O)cc1OC	1	1	3	-4	i	2	-13	1	-2	33
CCOc1ccc(/C(O)=C2\C(=O)C(=O)N(CCOCCO)C2c2ccccc2OC)cc1 (centres undefined)	-2	-6	-2	-4	i	1	-17	6	-3	17
O=C(CSc1nnc2ccccn12)Nc1ncc(Cl)cc1Cl	12	11	-3	3	i	3	30	2	2	12
COc1ccc(C2CCCN2C(=O)c2cccs2)cc1 (centres undefined)	-2	-3	-3	-3	i	-14	3	4	17	31
COc1ccc(-c2sc3ccc(N4CCOCC4)cc3c2-c2ccc(OC)c(F)c2)cc1	-4	-4	-2	0	i	5	-3	-1	-3	27
O=C(c1ccc(N2C(=O)C3CCCCC3C2=O)cc1)N1CCCCC1 (centres undefined)	1	-8	-1	-6	i	1	-4	10	-2	20
Cc1cc(NC(=O)CSc2nc3ccccc3n2CC(C)C)no1	-3	0	-2	-1	i	10	-3	-3	-1	35
CC1(C)C2CC=C(/C=N/NC(=O)C(N)=O)C1C2 (centres undefined)	4	-6	-1	-4	i	5	-15	-3	-1	30
Cc1ccc(OCc2nc(-c3cccnc3)no2)cc1C	-1	-3	1	.	i	-3	.	1	-2	-94*
O=c1cc(C(F)(F)F)[nH]c(=O)n1C1CCCCC1	0	4	-3	7	i	-2	-5	7	-8	5
Cc1ccc(S(=O)(=O)N2CCN(C(=O)c3ccccn3)CC2)c(C)c1	0	3	0	3	i	-6	-8	-6	-3	8
CCCCC(=O)Nc1nnc(C)s1	0	-1	-2	1	i	-2	2	-4	-2	13
CN(C)CCCN(Cc1ccccc1)C(=S)NCc1ccccc1	-1	15	3	-8	i	-6	-33	-6	-6	9
Cc1oc(-c2ccc(Cl)cc2)nc1CN1CCCC(C(=O)NCCCN2CCCC2=O)C1 (centres undefined)	.	.	0	.	.	5	.	-9	-3	.

Single records (already shown).
O=C(CSc1nnc2ccccn12)Nc1ncc(Cl)cc1Cl across the screens: GSK3beta inhib = 12; Platelet DG rel = 11; HSP90 refold inh = -3; HSF1 inh = 3; PolyA inhibitor = i; HDAC3 inhib = 3; HSF-1 act = 30; DYRK1A inh = 2; GSK3 alpha inh = 2; AI-2 QS mod = 12
Cc1cc(C)cc(Oc2coc3cc(O)ccc3c2=O)c1 across the screens: GSK3beta inhib = -2; Platelet DG rel = 3; HSP90 refold inh = 2; HSF1 inh = 1; PolyA inhibitor = i; HDAC3 inhib = -21; HSF-1 act = 16; DYRK1A inh = 10; GSK3 alpha inh = 0; AI-2 QS mod = -13

Further compounds follow.
SMILES	GSK3beta inhib	Platelet DG rel	HSP90 refold inh	HSF1 inh	PolyA inhibitor	HDAC3 inhib	HSF-1 act	DYRK1A inh	GSK3 alpha inh	AI-2 QS mod
COC(=O)c1sccc1NC(=O)CCC1CCCCC1	3	-3	2	-3	i	4	-19	-1	-6	9
CC(=O)N1C(=O)C2(C(C#N)=C(N)Oc3cc(C)oc(=O)c32)c2ccccc21 (centres undefined)	-4	3	0	-6	i	2	10	5	0	5
CC(C)NC(=O)Cn1cc(C(=O)C(=O)N2CCOCC2)c2ccccc21	1	-6	3	-2	i	.	-9	-3	-1	12
COc1ccc(S(=O)(=O)NCCC(C)C)cc1OC	-2	1	3	-1	i	-5	22	1	-1	6
COc1cccc(OC)c1C(=O)NC(C)C12CC3CC(CC(C3)C1)C2 (centres undefined)	-2	1	12	4	i	4	-17	1	-2	0
Cc1cc(-c2ccccc2)nc(SCc2ccc(C(=O)O)o2)n1	-1	7	-4	-3	i	-6	1	-4	-5	43
Cc1ccc(N2CCN(C(=O)c3ccccc3)CC2)c(C)c1	-2	-11	1	4	i	4	20	17	0	12
O=c1c2[nH]c3ccc(F)cc3c2ncn1Cc1ccncc1	-1	4	2	0	i	4	3	10	1	9
COc1ccc(C(=O)CSc2nnc(COc3ccc(C#N)cc3)n2-c2ccccc2)cc1	-2	-7	3	12	i	2	0	-6	2	12
CCOC(=O)c1c(-c2ccc(C)o2)csc1NC(=S)NC(=O)c1cccs1	3	-4	-1	2	i	-4	6	-10	0	5
Cc1ccc(C(=O)C[n+]2ccccc2C)cc1[N+](=O)[O-]	-1	-2	0	-6	i	7	11	2	-1	2

These rows are one share of the data, so the mix of outcomes need not match the whole.
